697 NFkB inh – inhibitors of the PMA/ionomycin-induced NF-kB reporter in 697 B cells. actives 0.33% (n = 330,000). inhibition, % at 4 µM. AID 435022. 697 B-cell NF-kB luciferase reporter, 16 h; in the data active = inhibition above about 35%
APJ antag – antagonists of human APJ apelin receptor | P35414 | CHO-K1 APJ beta-arrestin complementation, luminescence | inhibition, % at 20 µM | actives 0.32% (n = 330,000);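 active = inhibition above about 40% at 20 µM, limit read from the data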;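 note: cells challenged with 10 nM apelin-13 agonist together with compound; plate controls were apelin-13 plus DMSO wells for no effect and DMSO wells lacking apelin-13 for full effect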
Target sequence (P35414 whole entry, looked up): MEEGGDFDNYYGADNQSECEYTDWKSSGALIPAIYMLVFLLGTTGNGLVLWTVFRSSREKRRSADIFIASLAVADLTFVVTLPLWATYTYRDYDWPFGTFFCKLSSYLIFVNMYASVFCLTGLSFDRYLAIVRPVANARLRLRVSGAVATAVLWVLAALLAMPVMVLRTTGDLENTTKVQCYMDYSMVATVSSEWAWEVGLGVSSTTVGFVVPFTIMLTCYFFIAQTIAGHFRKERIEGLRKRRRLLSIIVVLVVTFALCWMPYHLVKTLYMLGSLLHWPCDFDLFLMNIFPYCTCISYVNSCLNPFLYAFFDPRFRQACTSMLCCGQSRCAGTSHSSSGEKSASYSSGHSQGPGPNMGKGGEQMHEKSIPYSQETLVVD
CHOP UPR activ – activators of apoptotic arm of unfolded protein response (CHOP); activation, % at 10 µM; CHO-CHOP luciferase reporter, UPR activation, luminescence; percent of tunicamycin response over DMSO baseline; actives 0.34% (n = 330,000);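 active = at 10 µM dose, activation of 40% or more, normalized to positive control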;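 note: 100% = tunicamycin at 10 µg/mL and 0% = DMSO alone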
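System: CHO-CHOP luciferase reporter cell line; amount: 500 cells/well; buffer or medium: F12 medium containing 10% fetal bovine serum; incubation: 6 h compound exposure at 37 °C after overnight seeding; measured by: luciferase luminescence after 10 min with Steady-Glo reagent; evaluation: % reporter activation, DMSO baseline versus tunicamycin full activation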
tim23-1 inh – tim23-1 yeast growth inhibition; S. cerevisiae tim23-1 growth, BacTiter-Glo luminescence, 24 h; inhibition, % at 20 µM; actives 1.3% (n = 330,000); AID 463212;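 active = growth inhibition of the mutant yeast at or above 50%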;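 note: temperature-sensitive mutant grown at 25 °C; plate controls were DMSO-treated mutant yeast for no effect and medium wells lacking yeast for full effect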
UPR XBP1 act – adaptive UPR (XBP1) activation; CHO-XBP1 luciferase reporter, IRE1-XBP1 UPR activation, luminescence; percent of tunicamycin response, DMSO as zero; activation, % at 20 µM; actives 0.33% (n = 330,000); AID 463104;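 active = versus positive control, 20 µM dose yields 30% or more activation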;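 note: 100% = tunicamycin at 10 µg/mL and 0% = DMSO only wells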
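Signal: luciferase luminescence; Assay system: CHO-XBP1 luciferase reporter cells; Amount: one thousand reporter cells per well; Dosing: 20 µM single concentration, DMSO 1%; Benchmarks: high control tunicamycin 10 µg/mL final, low control DMSO vehicle only; Schedule: 6 h compound exposure at 37 °C, 5% CO2; Evaluation: percent activation relative to tunicamycin reference.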
Jurkat NFkB inh – inhibitors of the PMA/ionomycin-induced NF-kB reporter in Jurkat cells; PMA/ionomycin-induced NF-kB luciferase reporter, luminescence; inhibition, % at 4 µM; actives 0.53% (n = 330,000); AID 435003; in the data active = inhibition above about 50%
Mdm2-MdmX inh – human Mdm2/MdmX binding inhibition. O15151+Q00987. SaOS-2 split-luciferase Mdm2/MdmX complementation, luminescence. inhibition, % at 8 µM. actives 3% (n = 330,000);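 active = inhibition of at least 50% at 8 µM in the primary screen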
APJ agonist – activates the human apelin receptor APJ; P35414; CHO-K1 APJ PathHunter beta-arrestin, luminescence; 0% DMSO wells, 100% apelin; activation, % at 20 µM; actives 0.11% (n = 330,000);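 active = activation more than six SD over the plate average, tested at 20 µM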;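 note: 0% = DMSO alone and 100% = apelin-13 at 10 nM; some results filed as inactive read as strong as hits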
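Test system: CHO-K1 APJ beta-arrestin complementation cell line | Compound: Single test compound dose, 20 µM final, 1% DMSO | Incubation: Compound 90 min 25 °C, reagent 1 h | Measured by: beta-gal luminescence | Read-out basis: APJ–arrestin association signal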
Starred values were filed as active, the others as inactive.

SMILES	697 NFkB inh	APJ antag	CHOP UPR activ	tim23-1 inh	UPR XBP1 act	Jurkat NFkB inh	Mdm2-MdmX inh	APJ agonist
Cc1nn(-c2ccccc2)c(C)c1C(=O)NCCc1ccccc1	-57	24	1.6	1	7	-35	-39	0
O=C(Nc1c2c(nn1-c1ccc(F)cc1)CS(=O)C2)c1ccco1 (centres undefined)	2	14	-0.5	-9	-3	6	28	2
O=C(O)c1oc2ccc(Br)cc2c1-n1cccc1	21	2	-0.6	8	2	5	-8	0
Cc1cc(NS(=O)(=O)c2ccc(Nc3nc(-c4ccc(O)cc4)cs3)cc2)no1	-2	-11	-0.6	4	-1	3	10	-2
CSCCNC(=O)c1ccc2nc(C3CCCCC3)oc2c1	-60	-15	3.7	17	1	-14	-7	2
Oc1ccc(Br)cc1-c1nc2cnccn2c1NC1CCCC1	-3	-38	-2.1	33	-1	14	79*	11
O=C(CSc1nc2ccccc2c(=O)n1NC(=O)c1ccccc1)c1ccc(Cl)cc1	-97	-2	5.1	8	4	-84	-49	-3
Cc1cc(C)c(C(=O)NCCCN2CCOCC2)c(C)c1	10	-3	1.3	0	-1	12	19	-1
Cc1cccc(-n2[nH]c3c4c(ccc3c2=O)C(=O)c2ccccc2C4=O)c1	1	-15	4.7	-29	2	-4	18	-2
O=C(O)c1ccc(CNCc2cc(Cl)ccc2O)cc1	14	9	0.7	9	-2	15	3	-1
O=C(COC(=O)CCc1ccc(S(=O)(=O)N2CCCCC2)cc1)Nc1cccc2ccccc12	-5	-3	2.1	16	0	10	-23	-1
CC(C)(C)NS(=O)(=O)c1cccc2nsnc12	3	2	0.0	2	3	-7	2	-3
CCSc1nc(N2CCOCC2)c2ccccc2n1	-28	12	-1.0	11	4	-4	26	-2
CCOC(=O)C1CCN(C(=O)C(=O)N2CCC(C(=O)OCC)CC2)CC1	-8	26	-2.7	8	-4	14	11	-4
CC(=O)NC1CCN(CC(=O)Nc2nccs2)CC1	-6	-3	-0.3	8	-3	-3	11	-3
Cc1ccc(S(=O)(=O)N(CC(=O)NCc2ccccc2)C(=O)N2CCN(C)CC2)cc1	-11	-64	-0.4	-5	-2	-2	3	9
CC(C)c1ccc(/C=N/NC(=O)c2cccc(S(=O)(=O)N3CCOCC3)c2)cc1	-22	-8	-1.3	6	-3	-21	11	-1
O=C(c1c(F)c(F)c(F)c(F)c1F)N(Cc1ccccc1)Cc1ccccc1	18	12	1.4	6	-1	-15	-5	-8
Cc1cc2oc(=O)cc(CSc3nnc(-c4cccs4)o3)c2cc1C(C)C	5	-10	-2.4	22	1	-7	10	-4
CN(C(=O)c1ccc(NC(=O)Cc2cccc(NC(=O)C3CCCN(C(=O)C4CCCCC4)C3)c2)cc1)C1CCCC1 (centres undefined)	-2	2	1.2	25	-4	-5	-20	1
CCOC(=O)C1=C(C)N(C)C(=O)NC1c1ccc(C)s1 (centres undefined)	1	9	-3.6	3	-2	-9	9	-6
COc1ccc2c3c1O[C@H]1C[C@@H](O)C=C[C@@]31CCN(C)C2	8	0	2.6	-3	-7	9	16	4
O=C(CN1CCN(c2ccc(F)cc2)CC1)Nc1ccc(S(=O)(=O)N2CCOCC2)cc1	1	2	-1.6	12	-5	12	8	-3
CC1(C)Cc2c(sc(NC(=O)C(=O)N3CCCCC3)c2C(=O)O)CO1	3	10	1.1	-2	-2	-5	8	-4
Brc1ccc(-c2nc(N/N=C/c3cccnc3)c3ccccc3n2)cc1	-108	8	3.1	81*	2	-114	-27	3
Oc1ccc(/C=N/Nc2ccnc3cc(Cl)ccc23)c(O)c1	-76	-13	10	7	2	-24	27	2
C=CCOc1ccc(CN(C)C(=O)C2CCCO2)cc1 (centres undefined)	-21	21	4.2	7	6	-5	-2	-1
CN(C)S(=O)(=O)c1c(Cl)cccc1Cl	12	-10	2.2	22	0	-8	15	3
O=C(Nc1cccnc1)c1c(O)c2cccc3c2n(c1=O)CC3	-17	15	0.8	33	4	-19	1	-6
O=C(CN1CCN(c2ccccc2)CC1)Nc1ccc(F)cc1	5	23	-0.1	26	-1	11	-26	-5
C=CCn1c(CCC(=O)O)ccc1-c1ccccc1	15	1	0.9	3	1	-3	14	1
Cc1ccccc1CS(=O)(=O)Cc1ccc(C(=O)NCc2cccnc2)o1	-9	3	-3.2	0	-1	-1	-14	-5
Cc1nnc(N/N=C/c2ccccn2)[nH]c1=O	12	-31	0.4	-19	-1	58*	79*	0
CNC(=O)COC(=O)c1ccc(NS(=O)(=O)c2ccc3c(c2)OCCO3)cc1	6	10	1.9	-18	2	3	2	-2
COc1cccc(OC)c1C(=O)OCC(=O)/C(C#N)=C(\C)N	20	1	0.8	0	-2	7	6	-3
COCCN1C(=O)c2oc3c(C)cc(C)cc3c(=O)c2C1c1cccc(O)c1 (centres undefined)	-16	-1	1.5	10	1	1	-14	-1
Oc1ccccc1C=NCCCCCCN=Cc1ccccc1O	5	1	2.4	40	1	-8	11	6
COc1ccc(N2C(=NC(=O)CCCc3ccccc3)SC3CS(=O)(=O)CC32)cc1 (centres undefined)	-6	12	2.5	-5	-3	14	22	-3
CCC(=O)N1CCc2cc(Br)cc(S(=O)(=O)N3CCCCCC3)c21	-23	1	1.9	29	-2	-22	-4	-1
CCn1cc(C(=O)N2CC(C)CC(C)C2)c(=O)c2cc(S(=O)(=O)N3CCCC3)ccc21 (centres undefined)	-25	14	1.7	-1	-3	14	10	-6
Nc1c(S(=O)(=O)c2ccccc2)nnn1-c1ccccc1	-11	-2	3.3	18	3	-2	-18	-1
O=S1(=O)CC(O)C(N2CCC(c3ccccc3)CC2)C1 (centres undefined)	2	-1	0.0	1	-3	1	20	0
CCN(CC(=O)NC1CCS(=O)(=O)C1)S(=O)(=O)c1ccc(C)cc1C (centres undefined)	17	-6	8.8	6	-1	12	14	-2
Cc1c(N2C(=O)C(C)SC23C(=O)Nc2ccccc23)c(=O)n(-c2ccccc2)n1C (centres undefined)	-16	9	-0.7	19	-2	-14	15	2
COCc1c(C(=O)NC2CCCCC2)sc2cccc(F)c12	-6	8	-0.1	31	0	-19	18	-3

Three compounds picked at random from those above:
SMILES	697 NFkB inh	APJ antag	CHOP UPR activ	tim23-1 inh	UPR XBP1 act	Jurkat NFkB inh	Mdm2-MdmX inh	APJ agonist
COc1cccc(OC)c1C(=O)OCC(=O)/C(C#N)=C(\C)N	20	1	0.8	0	-2	7	6	-3
CNC(=O)COC(=O)c1ccc(NS(=O)(=O)c2ccc3c(c2)OCCO3)cc1	6	10	1.9	-18	2	3	2	-2
Cc1c(N2C(=O)C(C)SC23C(=O)Nc2ccccc23)c(=O)n(-c2ccccc2)n1C (centres undefined)	-16	9	-0.7	19	-2	-14	15	2

(continued)
SMILES	697 NFkB inh	APJ antag	CHOP UPR activ	tim23-1 inh	UPR XBP1 act	Jurkat NFkB inh	Mdm2-MdmX inh	APJ agonist
O=C(CCNS(=O)(=O)c1ccccc1C(F)(F)F)NC1CCCCCC1	5	-17	1.0	20	-6	3	21	0
CN(NS(=O)(=O)c1ccc(Cl)cc1)c1nc(C(F)(F)F)nc2ccccc12	-12	6	-0.5	30	0	-1	-16	-1
O=C(Nc1nnc(C2=COCCO2)o1)c1ccc([N+](=O)[O-])cc1	-5	1	0.1	22	-3	-14	-1	3
Cc1ccn(C(=O)c2ccc(NC(=O)C3CC3)cc2)n1	3	1	2.6	19	-3	9	-12	-4
CCC/C(C(=O)NCCO)=C1/c2ccccc2C(=O)N1c1ccccc1	11	7	-1.2	-10	3	-8	-13	-4
O=C(NC1CCCC1)c1cc(S(=O)(=O)N2CCOCC2)c(Cl)cc1Cl	6	3	-1.5	-2	0	0	-4	-2
CCc1nnc(NC(=O)CSc2nnc(-c3cc4ccccc4cc3O)n2CC)s1	-8	-1	-0.3	9	-1	0	3	-2
CCN(CC(=O)Nc1ccccc1C(F)(F)F)C(=O)c1ccccc1Cc1ccccc1	-2	9	2.0	36	-1	-6	0	-7
CCc1ccccc1NC(=O)C(C)n1nc([N+](=O)[O-])c(Br)c1C (centres undefined)	-8	10	-0.9	32	-2	2	22	-2
O=C1CCCc2[nH]c(-c3ccccc3)nc21	1	-2	3.9	-1	3	-4	6	-3
O=C(CSc1nc2ccccc2c(=O)n1-c1ccccc1)N1CCc2ccccc21	4	-1	2.2	-1	36*	1	55*	-2
O=C(O)C1=C[C@@H](c2coc3ccccc3c2=O)C[C@@H](OCCCCO)O1	12	-51	-0.2	-15	-1	-8	-8	8
CCc1nnc(NC(=O)CSc2ccc(-c3nc4ccc(C)cc4[nH]3)cn2)s1	-8	5	1.3	3	2	-98	-99	0
Cc1ccc(N(C(=O)c2ccc3c(c2)OCO3)C2C=CS(=O)(=O)C2)cc1 (centres undefined)	9	16	0.9	-2	-2	2	-5	-3
Nc1nc(SCc2ccc([N+](=O)[O-])cc2)c2ncn(C3OC(CO)C(O)C3O)c2n1 (centres undefined)	-21	2	2.6	4	-1	-6	-16	-1

6 compounds out of the list, sorted by formula weight, ascending:
SMILES	697 NFkB inh	APJ antag	CHOP UPR activ	tim23-1 inh	UPR XBP1 act	Jurkat NFkB inh	Mdm2-MdmX inh	APJ agonist
Cc1ccn(C(=O)c2ccc(NC(=O)C3CC3)cc2)n1	3	1	2.6	19	-3	9	-12	-4
O=C(O)C1=C[C@@H](c2coc3ccccc3c2=O)C[C@@H](OCCCCO)O1	12	-51	-0.2	-15	-1	-8	-8	8
O=C(NC1CCCC1)c1cc(S(=O)(=O)N2CCOCC2)c(Cl)cc1Cl	6	3	-1.5	-2	0	0	-4	-2
CCc1nnc(NC(=O)CSc2ccc(-c3nc4ccc(C)cc4[nH]3)cn2)s1	-8	5	1.3	3	2	-98	-99	0
O=C(CSc1nc2ccccc2c(=O)n1-c1ccccc1)N1CCc2ccccc21	4	-1	2.2	-1	36*	1	55*	-2
CCN(CC(=O)Nc1ccccc1C(F)(F)F)C(=O)c1ccccc1Cc1ccccc1	-2	9	2.0	36	-1	-6	0	-7

Next part.
SMILES	697 NFkB inh	APJ antag	CHOP UPR activ	tim23-1 inh	UPR XBP1 act	Jurkat NFkB inh	Mdm2-MdmX inh	APJ agonist
COC(=O)/C(C#N)=C/c1ccc(-c2ccc(S(N)(=O)=O)cc2)o1	15	-9	2.8	-3	0	-6	6	-3
CC1C/C(=N/NC(=O)c2cccs2)CC(C)(C)C1 (centres undefined)	3	12	0.6	14	-3	3	-20	-3
COc1ccc(C(c2nnnn2Cc2ccccc2)N2CCN(c3ccccc3)CC2)cc1 (centres undefined)	-3	10	-1.9	33	-4	-8	15	-5
CN(CCO)c1cc(N(C)CCO)c([N+](=O)[O-])cc1[N+](=O)[O-]	14	-2	-0.9	6	-1	10	15	-4
Cn1cccc1C(=O)Nc1nc(-c2ccccn2)cs1	-161	6	3.0	23	6	-83	24	-1
COc1cc2cc(C(=O)Nc3ccccc3)c(N)nc2cc1OC	4	7	0.0	11	-2	-10	45	6
CCOC(=O)C1=NOC(CNC(=O)c2c(-c3ccccc3Cl)noc2C)C1 (centres undefined)	0	-16	0.2	-2	-1	-8	22	-5
COc1cccc2cc(C(=O)CS(=O)(=O)c3ccc(C(C)(C)C)cc3)c(=O)oc12	5	3	0.4	52*	-2	5	16	0
N=c1n(CCN2CCCCC2)c2ccccc2n1CC(O)c1cccc(Br)c1 (centres undefined)	2	12	2.4	-25	-2	27	98*	-4
Cc1cc(NC(=O)COC(=O)c2cc(S(=O)(=O)N3CCOCC3)ccc2N2CCCCC2)no1	15	4	3.4	4	-5	-11	8	-3
CCc1ccc(NC(=O)c2cc(S(=O)(=O)N3CCc4ccccc43)cn2C)cc1	3	-10	2.9	1	-6	5	46	15
O=[N+]([O-])c1cc(C(F)(F)F)cc([N+](=O)[O-])c1N1CCN(S(=O)(=O)c2ccccc2)CC1	17	-66	1.2	35	0	11	1	0

Screening data from PubChem.

Random draw from the library; 5% or so of the library scored in one or more.
